LAP4-GFP MLPCN – modulators of LAP4-GFP expression in yeast, primary screen, S. cerevisiae, multiplex flow cytometry, MLPCN library. 3 h; median GFP as percent of DMSO wells. GFP response vs DMSO, % at 10 µM. actives 0.34% (n = 320,000). AID 2023, 2009;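 active = GFP response vs DMSO above a set limit, about the screen mean plus 3 SD, cut at about 150% in these data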
RPL19A TOR yeast – RPL19A-GFP expression modulators in yeast, primary screen, cell-based, S. cerevisiae, multiplex flow cytometry, MLPCN | actives 0.3% (n = 330,000) | S. cerevisiae RPL19A-GFP strain, 3 h; stronger effect = lower value | AID 2025, 2009 | percent response vs DMSO, % at 10 µM;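 active = percent response vs DMSO below 50%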;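 also: median channel GFP fluorescence of the barcoded RPL19A-GFP strain; ratio of sample median GFP to plate DMSO average so 100% = DMSO; lower means less RPL19A-GFP as with rapamycin TOR inhibition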
AHR activator – AHR activators, primary screen, cell-based, luminescence, luciferase reporter, human; AHR-responsive luciferase reporter cells; activation, % at 5 µM; actives 2.5% (n = 320,000); Aryl hydrocarbon receptor (Homo sapiens), P35869; in the data active = activation above about 47%;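 also: 0% = vehicle wells and 100% = reference agonist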
Yeast superoxide – reduction of superoxide in aged yeast, primary screen, HTS; S. cerevisiae aged cells, superoxide DHE fluorescence; stronger effect = lower value; superoxide response (% of plate mean), % at 10 µM; actives 0.18% (n = 330,000);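 active = superoxide response under a set limit, about three screen SD below normal, cut at about 65% in these data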;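 also: yeast aged for seven days with compound at 30 °C before DHE staining; 100% = average MFI of all compound-treated wells on the plate with controls excluded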
GASC-1 inh – inhibitors of GASC-1 histone demethylase, primary screen, biochemical, fluorescence, DELFIA europium | AID 2099, 2009 | inhibition, % at 2.35 µM | actives 0.069% (n = 330,000) | GST-JMJD2C(1-420) H3K9me3 demethylation | Lysine-specific demethylase 4C (Homo sapiens), Q9H3R0;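 active = more than half of a compound's replicate wells show inhibition beyond 50%, single wells judged on their own value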;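 also: signal counts dimethyl H3K9 product captured on neutravidin plate; 0% = median of DMSO wells and 100% = 0.3 times that DMSO median; strong numbers were not always called active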
Target sequence (Q9H3R0 1-420 limits assumed): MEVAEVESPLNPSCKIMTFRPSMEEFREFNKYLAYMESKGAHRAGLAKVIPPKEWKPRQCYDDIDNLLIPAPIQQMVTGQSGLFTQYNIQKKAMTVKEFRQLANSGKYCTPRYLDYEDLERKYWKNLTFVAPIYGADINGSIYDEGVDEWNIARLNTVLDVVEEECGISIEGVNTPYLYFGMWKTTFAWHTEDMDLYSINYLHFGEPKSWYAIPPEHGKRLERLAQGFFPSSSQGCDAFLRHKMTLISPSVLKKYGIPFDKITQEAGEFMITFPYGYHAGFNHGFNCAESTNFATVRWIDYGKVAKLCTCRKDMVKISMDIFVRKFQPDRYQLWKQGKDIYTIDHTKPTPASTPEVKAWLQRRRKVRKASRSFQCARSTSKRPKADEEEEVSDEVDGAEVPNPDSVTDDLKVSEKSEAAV
MEP2 TOR yeast – modulators of MEP2-GFP levels in yeast, primary screen, S. cerevisiae, multiplex flow cytometry, MLPCN library; S. cerevisiae MEP2-GFP strain, 3 h; 100% = DMSO control level; GFP response vs DMSO, % at 10 µM; actives 0.51% (n = 330,000); AID 2016, 2009;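 active = GFP response versus DMSO above a set limit, roughly screen mean plus 3 SD, cut at about 180% in these data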;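 also: median GFP fluorescence of the barcode-gated MEP2-GFP cells per well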
procasp3 activ – activators of human procaspase-3 D3A mutant, primary screen, biochemical, absorbance, PC-3 D3A mutant, single concentration. Caspase-3 (Homo sapiens), P42574. recombinant procaspase-3 D3A, Ac-DEVD-pNA absorbance 405 nm. activation, % at 8.5 µM. actives 0.11% (n = 330,000);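 active = activation above the mean of all tested compounds plus 3 SD, cut at about 21% in these data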;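 also: 0% = DMSO alone and 100% = DMSO wells spiked with extra 5 µM PC-3 D3A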
Target sequence (P42574 whole entry D9A/D28A/D175A): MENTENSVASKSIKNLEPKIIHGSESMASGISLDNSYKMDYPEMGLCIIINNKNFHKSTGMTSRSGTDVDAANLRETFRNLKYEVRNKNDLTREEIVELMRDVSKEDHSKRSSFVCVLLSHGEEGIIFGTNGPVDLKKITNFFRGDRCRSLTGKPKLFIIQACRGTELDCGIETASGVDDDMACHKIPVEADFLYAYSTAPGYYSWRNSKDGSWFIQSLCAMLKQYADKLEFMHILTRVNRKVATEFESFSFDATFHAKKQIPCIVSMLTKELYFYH
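Assay system: Procaspase-3 D3A mutant, all three cleavage aspartates alanine. Buffer or medium: Zinc-free HEPES saline buffer with Triton X-100. Times: 1 h compound preincubation, 2 h substrate hydrolysis at 25 °C. Measured by: 405 nm absorbance of p-nitroaniline, reads at 0 and 120 min. Read-out basis: percent activation relative to control range. Replicates: singlicate.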
procasp7 counter – procaspase-7 activators, primary screen, counter-screen for procaspase-3 activator project, biochemical, absorbance, HTS, human; Caspase-7 (Homo sapiens), P55210; recombinant procaspase-7, Ac-DEVD-pNA absorbance 405 nm; D23A/D198A/D206A triple mutant, cannot self-cleave; scale: DMSO 0, 5 µM enzyme 100; activation, % at 8.5 µM; actives 0.093% (n = 330,000); AID 463210, 2010;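 active = percent activation above the screen-wide mean plus 3 SD, cut at about 25% in these data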
Target sequence (P55210 whole entry D23A/D198A/D206A): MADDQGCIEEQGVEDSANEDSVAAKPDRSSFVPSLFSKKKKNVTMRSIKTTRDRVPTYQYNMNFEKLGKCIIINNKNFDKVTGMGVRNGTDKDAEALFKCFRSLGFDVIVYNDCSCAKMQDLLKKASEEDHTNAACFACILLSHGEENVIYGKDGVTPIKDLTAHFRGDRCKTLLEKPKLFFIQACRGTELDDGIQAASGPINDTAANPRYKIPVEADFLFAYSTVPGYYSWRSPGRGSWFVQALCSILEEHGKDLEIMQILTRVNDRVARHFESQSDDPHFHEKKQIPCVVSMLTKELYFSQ
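Assay system: Uncleavable procaspase-7 mutant enzyme / Input: 2 µM procaspase-7 mutant as dispensed / Dosing: single nominal 8.5 µM compound dose, 0.8% DMSO final / Timing: 1 h enzyme–compound preincubation and 2 h substrate reaction, both 25 °C / Detection: p-Nitroaniline absorbance at 405 nm, read at 0 and 120 min / Replication: singlicate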
Numbers without * were called inactive; nt = not tested or not shown.

SMILES	LAP4-GFP MLPCN	RPL19A TOR yeast	AHR activator	Yeast superoxide	GASC-1 inh	MEP2 TOR yeast	procasp3 activ	procasp7 counter
COc1ccc(/C=C/C(=O)NC2CCCCCC2)cc1S(=O)(=O)N1CCOCC1	96	109	11	90	-2	106	-1	1
O=C(O)c1cccc(Nc2ncnc3sccc23)c1	97	100	1	119	14	99	-3	0
Cc1ccc(S(=O)(=O)c2nc(S(C)(=O)=O)sc2NCC2CCCO2)cc1 (centres undefined)	109	99	-3	88	2	109	5	0
CC(=Nc1ccccc1)c1sc2ccccc2c1O	114	97	13	104	-12	96	-10	-15
CCn1c(CC(=O)Nc2ccccc2)n[nH]c1=S	106	102	2	114	0	98	-9	0
CC(=O)c1ccc(S(=O)c2ccccc2)cc1 (centres undefined)	103	93	14	98	24	102	0	-3
CC(=O)Nc1ccc(C(=O)NNC(=O)CCCCC(=O)NNC(=O)c2ccc(NC(C)=O)cc2)cc1	nt	105	2	103	5	104	5	1
CC1(C(=O)CSc2ncn[nH]2)CCC(=O)O1 (centres undefined)	105	105	-1	110	-4	104	-3	-6
COCCCNC(=O)C1CCCN(S(C)(=O)=O)C1 (centres undefined)	95	91	1	95	1	107	-1	6
CC1(C)CC2CC(C)(CN2C(=O)COC(=O)c2cc(Cl)cc(Cl)c2N)C1 (centres undefined)	104	102	-1	91	-4	108	2	-2
Cc1ccccc1CSCCNC(=O)c1ccc(N(C)S(=O)(=O)c2ccccc2)cc1	91	102	0	105	10	101	-1	6
COc1ccc(NC(=O)CC2(CC(=O)O)CCCC2)cn1	111	107	0	87	5	113	4	-1
CN(C)CCCNC(=S)N(CCCO)Cc1cc2cc3c(cc2[nH]c1=O)OCO3	90	102	3	97	-6	102	4	1
O=C(Nc1nc2nc(-c3ccccc3)cc(-c3ccccc3)n2n1)c1ccco1	108	101	2	101	4	103	-16	-1
Cc1ccc(C(=O)ONC(=O)c2ccc(Cl)cc2)cc1[N+](=O)[O-]	121	105	55*	93	-1	117	4	-2
O=C(COc1cc(Cl)c(Cl)cc1Cl)NCCc1ccccn1	108	97	10	82	19	106	-2	7
O=C(CSc1nc(C2CC2)nc2ccccc12)N1c2ccccc2Sc2ccccc21	102	103	-1	105	-1	112	3	3
COc1ccc2oc(=O)c(/C(C)=N/Nc3ccccc3)cc2c1	94	107	61*	86	0	95	-5	-8
COc1cccc(C(=O)N(Cc2nc(-c3cccc(C)c3)no2)C(C)C)c1OC	96	100	0	82	1	101	-6	4
COC(=O)c1sc2cc(C(F)(F)F)cnc2c1-c1cccnc1	106	99	3	95	6	109	1	-5

Rewritten with two lines to a compound: entries from further up.
Value order: LAP4-GFP MLPCN, RPL19A TOR yeast, AHR activator, Yeast superoxide, GASC-1 inh, MEP2 TOR yeast, procasp3 activ, procasp7 counter
Cc1ccccc1CSCCNC(=O)c1ccc(N(C)S(=O)(=O)c2ccccc2)cc1
 : 91, 102, 0, 105, 10, 101, -1, 6
CCn1c(CC(=O)Nc2ccccc2)n[nH]c1=S
 : 106, 102, 2, 114, 0, 98, -9, 0
CC(=Nc1ccccc1)c1sc2ccccc2c1O
 : 114, 97, 13, 104, -12, 96, -10, -15
O=C(O)c1cccc(Nc2ncnc3sccc23)c1
 : 97, 100, 1, 119, 14, 99, -3, 0

(more compounds)
SMILES	LAP4-GFP MLPCN	RPL19A TOR yeast	AHR activator	Yeast superoxide	GASC-1 inh	MEP2 TOR yeast	procasp3 activ	procasp7 counter
CCCCCCCN1C=CC(=O)CC1	nt	nt	-1	nt	-6	nt	0	1
O=C(NC(=S)Nc1ccc(N2CCOCC2)cc1)c1cccs1	104	92	11	90	6	97	2	-23
O=C(Nc1ccnn1C1CCN(Cc2ccccc2F)CC1)C1CCCC1	96	99	5	102	3	95	-1	-2
COc1cccc(-c2sc3ccccc3c2-c2ccc(OCCN3CCCC3)cc2)c1	127	89	0	103	-4	99	-1	7
CC(=O)c1ccc(NC(=O)Nc2ccc3c(c2)N(C)C(=O)CS3)cc1	107	100	12	94	-2	100	-2	3
O=C(NCCCN1CCOCC1)c1sc2cc(F)ccc2c1Cl	92	101	4	84	-4	102	-10	0
Cc1cc(C)cc(OCC(=O)Nc2ccc(N3CCN(C(=O)c4ccco4)CC3)cc2)c1	96	93	-2	150	-6	93	-2	2
CN(CCCNC(=O)CN1C(=O)CC(C)(C)S(=O)(=O)c2ccccc21)C1CCCCC1	93	91	-1	95	-2	96	1	-5
O=C(O)c1cc(NS(=O)(=O)c2ccc(F)cc2)cc(NS(=O)(=O)c2ccc(F)cc2)c1	92	94	0	117	-3	99	-5	3
CCOC(=O)N1CCN(C(=S)Nc2cc(S(=O)(=O)N3CCOCC3)ccc2Cl)CC1	112	94	-1	97	1	98	10	-6
COc1ccc(S(=O)(=O)Nc2ccc3c(c2)N(C(C)=O)CCC3)cc1	112	100	0	95	-24	96	10	-3
CSCCC(NC(=O)c1ccccc1Br)C(=O)NNC(=O)c1cc(C)oc1C (centres undefined)	95	96	1	107	0	100	-4	-7
CCOc1ccc(C(=O)NCCC(=O)N2CCC3(CC2)NCCc2[nH]cnc23)cc1	89	95	0	87	2	90	3	2
COc1cc(NC(=O)[C@H]2CCCN2S(=O)(=O)c2cccc3cccnc23)cc(OC)c1OC	113	111	8	97	5	96	8	-6
O=C(NNc1nc(Nc2ccccc2)nc(N2CCOCC2)n1)Nc1ccc(Cl)cc1	94	96	4	100	-28	96	2	-6
CCOc1cccc(=O)c2c(C)n(CC(=O)c3ccccc3)c(C)c12	100	99	46	106	1	103	-3	4
CCN(CC)c1c([N+](=O)[O-])c(=O)oc2ccccc12	103	97	1	78	3	101	2	2
CCC(C)Sc1ccc([C@@H]2[C@@H]3C(=O)N(CC)C(=O)[C@@H]3[C@]3(C(=O)OC)CCCCN23)cc1 (some centres undefined)	101	102	2	112	nt	98	0	-12
COc1ccc(Br)cc1/C=C/C(=O)Nc1c(C)cccc1C	110	106	5	98	-6	106	7	5
Cc1c(C(=O)N2CCC(C)CC2)sc2ncnc(N(C)c3ccccc3)c12	103	99	8	83	0	102	7	-5
COc1ccc(C(=O)Nc2cc(C)nn2-c2ccc(C)cc2)cc1	95	102	15	86	5	101	12	9
CCOC(=O)c1c(NC(=O)/C=C/C(=O)O)sc(C)c1-c1ccc(C)c(C)c1	96	94	1	118	-13	90	4	-3
COc1ccc(C(=O)Nc2ccccc2C(=O)NCCN2CCOCC2)cc1OC	80	109	-1	100	-1	103	-7	8
Cc1ccccc1OCC(=O)NNC(=O)c1cc(S(=O)(=O)N2CCOCC2)ccc1N1CCCC1	118	101	2	102	6	106	4	-2
O=S(=O)(c1ccccc1)c1cnn(-c2ccccc2)c1-c1ccc(Cl)cc1	79	99	-2	86	1	101	6	0
COC(=O)c1cc(N=Nc2c(C)[nH]c3ccccc23)cc(C(=O)OC)c1	100	98	1	97	6	100	9	6
Cc1cc2ccccn2c1C(=O)c1ccc(Cl)cc1	103	108	-10	91	-22	104	1	-6
Cc1nn2c(-c3ccccc3)nnc2c2ccccc12	99	83	37	97	-1	84	-2	13
COc1cccc(NC(=O)c2ccc3c(c2)N(C)CCS3)c1	108	99	20	92	-5	97	6	-11
O=C(CN1CCCCC1)NC1CCc2cc3c(cc21)CCC3 (centres undefined)	93	100	-2	112	-17	92	13	13
Cc1n[nH]c(C)c1CCCCOc1ccc([N+](=O)[O-])cc1	98	98	1	95	32	104	0	-2
CCN(CC)CCNC(=O)c1ccc(NC(=O)c2c(C)nn(-c3ccc(F)cc3)c2Cl)cc1	101	102	-1	94	3	101	12	2
CCN(CC)c1ccc(NC(=O)CSc2nc3ccccc3c(=O)n2-c2cc(S(=O)(=O)N(C)C)ccc2C)cc1	98	102	10	107	-8	104	1	0
O=C(N/N=C/c1cccc2nccnc12)c1ccncc1	nt	105	2	82	2	107	-16	2
Cc1ccc2nc(N/N=C/c3ccccc3F)nc(-c3ccccc3)c2c1	124	103	13	104	2	106	3	-3
CSc1ccc(S(=O)(=O)NC2CC3CCC2C3)cc1 (centres undefined)	109	109	-1	133	-6	116	-1	14
O=c1o[nH]c(-c2ccccc2)c1C=Nc1ccc(Cl)cc1	85	102	15	106	1	103	-8	0
COc1cc(/C=N/Nc2ccccn2)cc(OC)c1O	95	95	24	95	10	101	0	-11
COCC(C)NC(=O)c1cc2c(ccc3ccccc32)oc1=O (centres undefined)	98	102	27	88	-19	104	-3	-3
Cc1cc(C)c(S(=O)(=O)c2ccccc2C(C)C)c(=O)[nH]1	97	102	nt	102	7	112	nt	nt
Cc1sc2nc(CN(C(=O)c3cccs3)C3CCCC3)[nH]c(=O)c2c1C	100	107	24	96	-2	100	-7	-17
O=C(O)C1C2C=CC(C2)C1C(=O)NCc1ccccc1F (centres undefined)	95	100	-1	103	-13	103	10	0

A few values from the entries so far.
CCN(CC)c1ccc(NC(=O)CSc2nc3ccccc3c(=O)n2-c2cc(S(=O)(=O)N(C)C)ccc2C)cc1 – Yeast superoxide = 107
CCC(C)Sc1ccc([C@@H]2[C@@H]3C(=O)N(CC)C(=O)[C@@H]3[C@]3(C(=O)OC)CCCCN23)cc1 (some centres undefined) – RPL19A TOR yeast = 102
CCOC(=O)N1CCN(C(=S)Nc2cc(S(=O)(=O)N3CCOCC3)ccc2Cl)CC1 – procasp3 activ = 10
COc1cccc(C(=O)N(Cc2nc(-c3cccc(C)c3)no2)C(C)C)c1OC – procasp3 activ = -6
COc1ccc(/C=C/C(=O)NC2CCCCCC2)cc1S(=O)(=O)N1CCOCC1 – procasp3 activ = -1
Cc1cc(C)cc(OCC(=O)Nc2ccc(N3CCN(C(=O)c4ccco4)CC3)cc2)c1 – Yeast superoxide = 150

No enrichment for hits. Share with any hit: about 3.8%.
